Salmonella PhoP GFP = inhibitors of PhoP regulon expression, primary screen, Salmonella Typhimurium, GFP reporter (AID 1863); S. Typhimurium PhoP-regulated promoter GFP reporter, 4 h; higher % means a stronger effect; one-dose inhibition, % at 50 µM; IC50 in µM for titrated hits; 300,000 compounds, 0.16% hits;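 active means inhibition over 29.93%, a cutoff 3 SD above the screen mean, later confirmed by dose response; inconclusive means inhibition over 29.93% but no dose response follow-up; inactive means inhibition at most 29.93% or unconfirmed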;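 further: 0% = low Mg2+ inducing control and 100% = high Mg2+ repressing control; strong numbers were not always called active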
Siah-1 displacement = Siah-1 peptide-binding antagonists, primary screen, biochemical, fluorescence polarization, rhodamine-plectin, uHTS (AID 1817) | E3 ubiquitin-protein ligase SIAH1 (Homo sapiens) | Siah-1 / rhodamine-plectin peptide fluorescence polarization; higher % means a stronger effect | displacement, % at 20 µM, or IC50 in µM where a hit was titrated | 290,000 compounds, 0.02% hits;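 active means displacement of at least 50% at 20 µM, with a fluorescence ratio check between 0.3 and a set limit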;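 further: plate controls were Siah plus tracer with DMSO for no effect and tracer alone without Siah for full effect; strong numbers were not always called active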
Myeloid diff 2 = induction of myeloid progenitor differentiation, primary screen, cell-based, flow cytometry, MLPCN library. ER-HoxA9 myeloid progenitors, lysozyme-GFP differentiation. calls only at 10 µM. 360,000 compounds, 1% hits;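 active means normalized GFP-positive differentiation at or above the plate's own cutoff, the solvent-only control mean plus 3 SD; inconclusive means no clear call, values can overlap the other calls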;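 further: cells exposed to compound for four days before flow analysis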
RSV CPE inhibition = RSV antiviral activity via CPE protection, HEp-2 cells, primary 10 µM value included (AID 2391). HEp-2 cells, RSV-induced CPE inhibition; higher % means a stronger effect. CPE inhibition, % at 10 µM; hits with a dose series show IC50 in µM. 310,000 compounds, 0.13% hits; in the data active means a potency from the dose series; inconclusive means CPE inhibition mostly from about 23% at the one dose, without a potency; inactive means the rest, 99 in 100 with CPE inhibition below about 21%; further: strong numbers were not always called active
Myeloid diff 2 GFP+ MAC1+ % = also measured in Myeloid diff 2; calls as there; GFP+ MAC1+ double positive, %; measured here: differentiation confirmed by MAC1 staining
* = called active by the depositor; i = inactive; ? = inconclusive; . = not tested or not shown.

no.	molecule	Salmonella PhoP GFP	Siah-1 displacement	Myeloid diff 2	Myeloid diff 2 GFP+ MAC1+ %	RSV CPE inhibition
1	O=C(Cn1c(O)c(N=NC(=O)c2ccncc2)c2ccccc21)Nc1ccccc1	-7%	0%	.	.	0.2%
2	CC(C)(O)c1[nH]c2ccc(C#N)cc2c1C(C)(C)O	-7%	-2%	.	.	4.5%
3	CN1CCN(c2ccccc2NC(=O)c2ccc(-c3ccc(Br)cc3)o2)CC1	5%	-1%	.	.	-1.9%
4	O=C(NCC1CCCO1)c1ccc([N+](=O)[O-])o1 (stereo not given)	1%	7%	.	.	1.6%
5	O=C(CSc1nnc(-c2ccccn2)o1)Nc1ccccc1Cl	0%	1%	.	.	2.4%
6	CCCCCCN(C(=O)CCCCCN1C(=O)NC(c2ccc([N+](=O)[O-])cc2)C(C(=O)OCc2ccccc2)=C1C)C(C(=O)NCCCC)c1ccc(OCC(=O)OC)c(C(=O)OC)c1 (stereo not given)	-4%	0%	.	.	1.5%
7	COc1ccc(CC(=O)Nc2ccc(N3CCCC3)c(C)c2)cc1	5%	-6%	.	.	3.9%
8	CCc1nnc(NC(=O)CN2CCN(Cc3ccccc3C)CC2)s1	-8%	-4%	.	.	-0.4%
9	COc1ccc(OC)c(/C=C2\SC(N3CCCCC3)=NC2=O)c1	-2%	-2%	.	.	3.1%
10	CCN(CC)C(CNC(=O)c1cc(=O)[nH]c2ccccc12)c1ccccc1Cl (stereo not given)	-1%	4%	.	.	1.8%
11	Cc1ccccc1NC(=O)CN1CCN(Cc2ccccc2)CC1	5%	-7%	.	.	-0.8%
12	CCCCN(C)CCNC(=O)c1cn(C)c(=O)c2c1c1ccccc1n2C	-4%	-2%	.	.	1.1%
13	Cc1ccnc(SCC(=O)NC2CC2)n1	-4%	-5%	.	.	0.0%
14	Cn1cc(CCCC(=O)NCc2ccccc2)c2ccccc21	-3%	18%	.	.	0.6%
15	COc1ccc(S(=O)(=O)N2CCN(Cc3ccc4c(c3)OCO4)CC2)cc1	-1%	6%	.	.	0.1%
16	FC(F)(F)c1ccc(C2[C@H]3CN(Cc4ccc(-c5ccccc5)cc4)[C@H](c4ccccc4)C34CC2(c2cccnc2)C4)cc1 (stereo not given in full)	1%	-6%	.	.	3.3%
17	CCOC(=O)CNC(=O)OC1CCN2Cc3ccccc3N=C12 (stereo not given)	-3%	-2%	.	.	1.0%
18	COc1cc(C(=O)NC(C)C2CC3CCC2C3)cc(OC)c1OC (stereo not given)	1%	-2%	.	.	1.1%
19	COC(=O)c1cccc(N(CC(=O)NC2CCCC2)C(=O)CCC(=O)Nc2cc(C)on2)c1	11%	2%	.	.	0.9%
20	CN(C)CCN(Cc1cc2cc3c(cc2nc1Cl)OCO3)C(=O)c1ccco1	-2%	1%	.	.	1.4%
21	COc1ccc(CCNC(=O)CNC(=O)c2ccco2)cc1	-8%	6%	.	.	0.7%
22	COc1ccccc1N1C(=O)[C@@H]2[C@H](C1=O)[C@H](C(=O)c1ccc(OC(C)=O)cc1)N1N=CC=C[C@@H]21	-1%	-2%	.	.	-1.7%
23	O=C(COc1ccc2ccccc2c1)Nc1nnc(-c2ccco2)s1	2%	-3%	.	.	2.7%
24	Cc1ccc(NS(=O)(=O)c2cccs2)nc1	-2%	10%	.	.	1.4%
25	Cc1csc(NC(=O)c2ccc(C(=O)Nc3nc(C)cs3)cc2)n1	-4%	-2%	.	.	0.1%
26	Cc1ccc(C(C(=O)NC(C)(C)C)N(Cc2ccco2)C(=O)CCC(=O)Nc2ccccn2)cc1 (stereo not given)	-2%	3%	.	.	0.8%
27	COc1ccc(NC(=O)CCl)cn1	-24%	40%	.	.	-1.1%
28	CCn1cc(S(=O)(=O)NC2CCCCC2)cn1	-1%	8%	.	.	0.7%
29	CC(C)NC(=S)n1cc(C(=O)c2cc(Cl)cc(Cl)c2O)cn1	1%	9%	.	.	3.3%
30	COc1cc(CN2CCC(C(N)=O)CC2)ccc1OCc1ccccc1	-10%	0%	.	.	-0.2%

Ordered by SMILES length (smallest number first): part of the list above.
no.	molecule	Salmonella PhoP GFP	Siah-1 displacement	Myeloid diff 2	Myeloid diff 2 GFP+ MAC1+ %	RSV CPE inhibition
24	Cc1ccc(NS(=O)(=O)c2cccs2)nc1	-2%	10%	.	.	1.4%
14	Cn1cc(CCCC(=O)NCc2ccccc2)c2ccccc21	-3%	18%	.	.	0.6%
5	O=C(CSc1nnc(-c2ccccn2)o1)Nc1ccccc1Cl	0%	1%	.	.	2.4%
8	CCc1nnc(NC(=O)CN2CCN(Cc3ccccc3C)CC2)s1	-8%	-4%	.	.	-0.4%
30	COc1cc(CN2CCC(C(N)=O)CC2)ccc1OCc1ccccc1	-10%	0%	.	.	-0.2%
9	COc1ccc(OC)c(/C=C2\SC(N3CCCCC3)=NC2=O)c1	-2%	-2%	.	.	3.1%
29	CC(C)NC(=S)n1cc(C(=O)c2cc(Cl)cc(Cl)c2O)cn1	1%	9%	.	.	3.3%
12	CCCCN(C)CCNC(=O)c1cn(C)c(=O)c2c1c1ccccc1n2C	-4%	-2%	.	.	1.1%
20	CN(C)CCN(Cc1cc2cc3c(cc2nc1Cl)OCO3)C(=O)c1ccco1	-2%	1%	.	.	1.4%
15	COc1ccc(S(=O)(=O)N2CCN(Cc3ccc4c(c3)OCO4)CC2)cc1	-1%	6%	.	.	0.1%
10	CCN(CC)C(CNC(=O)c1cc(=O)[nH]c2ccccc12)c1ccccc1Cl (stereo not given)	-1%	4%	.	.	1.8%
19	COC(=O)c1cccc(N(CC(=O)NC2CCCC2)C(=O)CCC(=O)Nc2cc(C)on2)c1	11%	2%	.	.	0.9%
26	Cc1ccc(C(C(=O)NC(C)(C)C)N(Cc2ccco2)C(=O)CCC(=O)Nc2ccccn2)cc1 (stereo not given)	-2%	3%	.	.	0.8%
22	COc1ccccc1N1C(=O)[C@@H]2[C@H](C1=O)[C@H](C(=O)c1ccc(OC(C)=O)cc1)N1N=CC=C[C@@H]21	-1%	-2%	.	.	-1.7%
16	FC(F)(F)c1ccc(C2[C@H]3CN(Cc4ccc(-c5ccccc5)cc4)[C@H](c4ccccc4)C34CC2(c2cccnc2)C4)cc1 (stereo not given in full)	1%	-6%	.	.	3.3%
6	CCCCCCN(C(=O)CCCCCN1C(=O)NC(c2ccc([N+](=O)[O-])cc2)C(C(=O)OCc2ccccc2)=C1C)C(C(=O)NCCCC)c1ccc(OCC(=O)OC)c(C(=O)OC)c1 (stereo not given)	-4%	0%	.	.	1.5%

Further records
no.	molecule	Salmonella PhoP GFP	Siah-1 displacement	Myeloid diff 2	Myeloid diff 2 GFP+ MAC1+ %	RSV CPE inhibition
31	CCCC(C)c1nnc(NC(=O)CCS(=O)(=O)Cc2ccccc2)s1 (stereo not given)	1%	7%	.	.	1.8%
32	COCCNc1nc2c(c(=O)[nH]c(=O)n2C)n1CCCc1ccccc1	-2%	-1%	.	.	4.5%
33	CCOc1ccc(N/C(N)=N/c2nc(CSc3nnc(C)s3)cc(=O)[nH]2)cc1	-4%	-8%	.	.	1.1%
34	CC1=C(C(=O)N2CCOCC2)CC(CC(=O)NCC2CCCCC2)C(=O)N1Cc1ccccc1 (stereo not given)	.	.	i	0.8	.
35	CCC(c1nc2ccccc2[nH]1)n1c(=O)c(-c2cccs2)nc2ccccc21 (stereo not given)	.	.	i	2.5	.
36	CCCCC1Cc2[nH]c(=S)[nH]c(=O)c2C(C(C)C)O1 (stereo not given)	.	.	i	0.7	.
37	COC(=O)C[C@H]1C=C[C@H](NC(=O)Cc2ccccc2)[C@@H](CO)O1	.	.	i	1.9	.
38	CCOc1ccc(CCNC(=O)c2ccc(C)c(S(=O)(=O)N3CCOCC3)c2)cc1OCC	.	.	i	0.9	.
39	CC(NC(=O)c1cccc2c1Oc1ccccc1S2)C(=O)O (stereo not given)	.	.	i	1.1	.
40	Cc1cc(C(=O)NNC(=O)C(CCC(N)=O)NS(=O)(=O)c2ccc(Cl)cc2)c(C)o1 (stereo not given)	.	.	i	1.5	.
41	CCn1nc(C(=O)NCc2nnc3ccccn23)c2ccccc2c1=O	.	.	i	0.4	.
42	C[C@@H]1CN([C@@H](C)CO)S(=O)(=O)c2ccc(Br)cc2O[C@H]1CN(C)Cc1ccc(-c2ccccc2)cc1	.	.	i	0.7	.
43	CC(=O)Nc1cccc(-c2ccnc3c2CC(C(=O)NCc2ccco2)O3)c1 (stereo not given)	.	.	i	1.1	.
44	CCOC(=O)N(Cc1ccccc1)C1CC1	.	.	i	0.6	.
45	CC(C)C[C@H]1CN(CCCC[C@H]2CNC(=O)C(=O)N2CC2CCCCC2)C(=O)C(=O)N1CC1CCCCC1	.	.	i	0.2	.
46	CC(=O)c1ccc(NC(=O)C(C)OC(=O)/C=C/c2ccco2)cc1 (stereo not given)	.	.	i	0.6	.
47	COc1cc(NC(=O)COC(=O)c2ccc([N+](=O)[O-])s2)cc(OC)c1OC	.	.	i	2.4	.
48	CCC1(C)NC(=O)N(CC(=O)Nc2cc(C)on2)C1=O (stereo not given)	.	.	i	0.5	.
49	N#Cc1ccccc1COC(=O)c1cccc(S(=O)(=O)N2CCCC2)c1	.	.	i	0.8	.
50	O=C(CSc1ncccn1)Nc1cccc(S(=O)(=O)N2CCOCC2)c1	.	.	i	1.1	.
51	O=C(COC(=O)/C=C/c1ccc(OC(F)F)cc1)NC1CCCCCC1	.	.	i	0.7	.
52	CCCC1NC(=O)c2cccnc2-n2c1nc1ccccc1c2=O (stereo not given)	.	.	i	0.3	.
53	CN(Cc1ccccc1)CC1C2CCC(C2)C1O (stereo not given)	.	.	i	0.9	.
54	COc1ccc(Cc2nc3ccc(C(=O)N4CCC(C(N)=O)CC4)cc3o2)cc1	.	.	i	0.7	.
55	COc1ccccc1C(=O)N/C(=C\c1cn(S(=O)(=O)N(C)C)c2ccccc12)C(=O)N1CCN(C)CC1	.	.	?	.	.
56	CC1C2CCC(C2)C1OC(=O)c1ccccc1C(=O)O (stereo not given)	.	.	i	0.6	.
57	O=C1NC[C@@H](CCCCN2C[C@H](Cc3ccc(O)cc3)N(CCc3ccccc3)C(=O)C2=O)N(CC2CCCCC2)C1=O	.	.	i	1.0	.
58	C#CCOCCOCCOCCNc1nc(N2CCN(C(=O)[C@H](CCC(=O)O)n3cc([C@@H](N)CC(N)=O)nn3)CC2)nc(N2CCN(C(=O)[C@H](CCC(=O)O)n3cc([C@@H](N)CC(N)=O)nn3)CC2)n1	.	.	i	1.0	.
59	COc1ccc(-c2noc(CCC(=O)NC3CCCCCC3)n2)cc1OC	.	.	i	1.0	.
60	COc1ccccc1CN1CC(C(=O)NCC2(O)CCCCC2)CCC1=O (stereo not given)	.	.	i	1.6	.
61	C#CCCC/C(=C\C(=O)N(C)[C@H](C(=O)N(C)[C@H](C(=O)N(C)[C@H](C(=O)N(C)[C@H](C(N)=O)C(C)C)C(C)C)C(C)C)C(C)C)OC	.	.	i	0.6	.
62	Cn1cc(C(=O)NCC(=O)Nc2ccccc2Br)cn1	.	.	i	0.7	.
63	COC(=O)[C@H](Cc1ccccc1)NS(=O)(=O)c1ccc(F)cc1Br	.	.	i	0.2	.
64	NC(c1ccccc1)c1csc(Nc2ccc(C(=O)c3ccccc3)cc2)n1 (stereo not given)	.	.	i	0.5	.
65	CC(C)(C)OC(=O)C[C@@H]1C/C=C\C[C@H](CC(=O)N(CCO)Cc2ccccc2)C(=O)NC[C@@H](c2ccccc2)OC1=O	.	.	i	1.6	.
66	CSc1nc(N)nc2c1ncn2CC(=O)NCC1CCCO1 (stereo not given)	.	.	i	0.5	.
67	CC(C)N(C(=O)[C@H]1C[C@H](CC(=O)NCc2cccc(C(F)(F)F)c2)C(=O)N2CCc3c([nH]c4cc(-c5ccco5)ccc34)[C@]12C)C(C)C	.	.	?	.	.
68	O=C(COC(=O)CCNS(=O)(=O)c1ccc(Cl)cc1)NCc1ccccc1	.	.	i	0.7	.
69	COc1ccccc1CNCCS(=O)(=O)NN1CCOCC1	.	.	i	0.8	.
70	COc1cc(CN2C[C@@H](CO)O[C@@H](n3cnc4c(N5CCCC5)ncnc43)C2)cc(OC)c1OC	.	.	i	0.5	.
71	COc1ccc(CN2CCC(C)(Oc3ccc4c(c3)OCO4)C2)c2ccccc12 (stereo not given)	.	.	i	0.3	.
72	Cc1ccc(-n2c(C)cc(C=C3C(=O)N(C)C(=O)N(C)C3=O)c2C)cc1	.	.	i	0.4	.

Compound activity: PubChem, several laboratories

A portion of the library, so the mix of outcomes need not match the whole.
